# Screening results (PubChem)
# RXFP1 agonist: qHTS Assay for Agonists of the Relaxin Receptor RXFP1; Potency, µM (highest dose often 57.5 µM), for the others: at the highest dose activation, usual class: activators; hit rate 0.3% among 370,000; HEK293T-RXFP1 cAMP TR-FRET, 30 min; response scale: percent of porcine relaxin response, buffer zero; note: potency is the fitted concentration of half-maximal effect; % is set by controls: 0 for no effect and ±100 for the full control effect; nearly all actives have a fitted effect of over 60% in size; many of its hits are not listed in these tables
#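 cAMP rise read by TR-FRET after 30 min, 37C compound exposure (up to 58 uM) in RXFP1-transfected HEK293 cells with Ro 20174 present. EC50 from Hill-equation fits, with 29 nM porcine relaxin as 100% and buffer as basal.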
# D1 antag: Antagonist of Human D 1 Dopamine Receptor: qHTS. AID 504652, 2011. hit rate 3.2% among 360,000. activity change, negative = inhibition, % at 10 µM. HEK293 TREx D1 cells, calcium flux, dopamine EC80; stronger effect = lower value; in the data active = activity change below about -30%; note: % is set by controls: 0 for no effect and ±100 for the full control effect
# Target sequence (P21728 whole entry, looked up): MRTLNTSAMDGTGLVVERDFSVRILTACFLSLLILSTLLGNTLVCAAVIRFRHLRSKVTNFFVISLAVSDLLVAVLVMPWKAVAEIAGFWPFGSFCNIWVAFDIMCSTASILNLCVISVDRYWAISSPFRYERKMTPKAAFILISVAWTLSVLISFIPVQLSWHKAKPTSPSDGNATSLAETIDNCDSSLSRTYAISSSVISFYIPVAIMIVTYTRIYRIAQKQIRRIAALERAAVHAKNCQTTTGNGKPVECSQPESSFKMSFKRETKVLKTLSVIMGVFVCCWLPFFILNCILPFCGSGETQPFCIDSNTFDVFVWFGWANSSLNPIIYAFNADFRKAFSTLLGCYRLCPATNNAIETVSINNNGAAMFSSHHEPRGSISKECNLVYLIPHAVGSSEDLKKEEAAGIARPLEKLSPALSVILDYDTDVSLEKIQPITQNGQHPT
#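 Calcium flux readout: force-coupled, inducible Hek293 Trex D1 line, cells induced overnight at 30 C with tetracycline, dye-loaded 30–90 min at RT. Antagonism scored against EC80 dopamine challenge given 180 s after compound.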
# TRHR agonist: qHTS for Small Molecule Agonists and Allosteric Enhancers of Human TRH Receptor: Primary Screen for Agonists | hit rate 0.18% among 360,000 | activation, % at 2 µM | AID 493084, 2011 | TRHR cells, calcium flux fluo-8, FDSS agonist mode; in the data active = activation above about 30%; note: 0% is about no effect
#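 In this calcium-flux screen, cells bearing human TRHR are dye-loaded with fluo-8, baselined for 10 cycles, then exposed to library compounds; positive kinetic calcium responses during the agonist phase mark hits, with TRH as control.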
# D1 potentiator: Potentiators of Human D1 Dopamine Receptor: qHTS. D(1A) dopamine receptor (Homo sapiens), P21728. HEK293 TREx D1 cells, calcium flux, dopamine EC20 potentiation. potentiation, % at 10 µM. hit rate 0.036% among 360,000. AID 504651, 2011; in the data active = potentiation above about 30%; note: 0% is about no effect
# D2 potentiator: HTS Assay for Positive Allosteric Modulators of the Human D2 Dopamine Receptor: Primary Screen for Potentiators. D(2) dopamine receptor (Homo sapiens), P14416. HEK293 T-REx D2, calcium flux, EC20 dopamine potentiation. potentiation, % at 10 µM. hit rate 0.34% among 340,000;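 active = potentiation over 3 SD above the plate norm, cut at about 30% in these data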; note: 0% is about no effect
# Target sequence (P14416 whole entry, looked up): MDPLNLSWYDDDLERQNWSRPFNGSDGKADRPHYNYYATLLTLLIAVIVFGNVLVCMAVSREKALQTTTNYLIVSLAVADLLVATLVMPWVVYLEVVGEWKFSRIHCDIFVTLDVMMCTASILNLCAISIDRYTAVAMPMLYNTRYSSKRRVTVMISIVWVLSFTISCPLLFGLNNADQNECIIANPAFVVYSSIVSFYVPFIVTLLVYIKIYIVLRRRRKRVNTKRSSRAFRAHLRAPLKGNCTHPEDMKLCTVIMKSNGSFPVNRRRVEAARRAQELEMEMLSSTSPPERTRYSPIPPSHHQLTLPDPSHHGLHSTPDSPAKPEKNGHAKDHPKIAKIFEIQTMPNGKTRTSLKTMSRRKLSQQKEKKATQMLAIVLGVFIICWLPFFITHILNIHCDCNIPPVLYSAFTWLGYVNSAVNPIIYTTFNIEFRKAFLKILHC
#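 Using a no-wash calcium dye in inducible, force-coupled HEK293 Trex cells expressing D2, we tracked fluorescence each second for 180 s after compound, then for 180 s after EC20 dopamine to detect augmented signalling.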
# TRHR PAM: qHTS for Small Molecule Agonists and Allosteric Enhancers of Human TRH Receptor: Primary Screen for Enhancers; Thyrotropin-releasing hormone receptor (Homo sapiens), P34981; TRHR cells, fluo-8 calcium fluorescence, EC20 TRH enhancement; enhancement, % at 2 µM; hit rate 0.66% among 360,000; AID 493056, 2011; in the data active = enhancement above about 30%; note: 0% is about no effect
#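 TRHR-expressing cells loaded with fluo-8 calcium dye were read kinetically (ex 480/em 530) during compound addition, then stimulated with an EC20 of TRH (10 nM final). Enhancement of the Gq-mediated intracellular calcium response was scored.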
# Anesthetic bind: qHTS Assay for Identification of Novel General Anesthetics. Potency, µM (titrated, usually from 77.5 µM), inactives show top-dose activity change, negative = displacement, usual class: inhibitors. apoferritin/1-aminoanthracene competitive binding, fluorescence. hit rate 0.074% among 350,000. AID 485281, 2010. Ferritin light chain (Equus caballus), P02791; note: potency is the fitted concentration of half-maximal effect; % is set by controls: 0 for no effect and ±100 for the full control effect; nearly all actives have a fitted effect of over 20% in size
# Target sequence (P02791 2-175 limits assumed): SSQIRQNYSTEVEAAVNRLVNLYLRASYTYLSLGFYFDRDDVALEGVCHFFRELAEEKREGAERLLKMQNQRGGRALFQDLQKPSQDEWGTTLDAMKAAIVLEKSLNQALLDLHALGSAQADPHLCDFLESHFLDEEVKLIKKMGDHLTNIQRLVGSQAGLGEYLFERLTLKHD
#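 10 uM apoferritin + 50% sat. 1-AMA, PBS; cpd 10 min RT; Ex380/Em535 endpoint; normalized to free probe vs complex; 4-param Hill fit; propofol titration as pos. ctrl.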
# D1 ag: Allosteric Agonists of the Human D1 Dopamine Receptor: qHTS | D(1A) dopamine receptor (Homo sapiens), P21728 | HEK293 T-REx D1 cells, calcium flux, agonist mode | activation, % at 2 µM | hit rate 1% among 360,000 | AID 504660, 2011; in the data active = activation above about 30%; note: 0% is about no effect
#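 Agonism was scored from calcium flux recorded over 180 s (1 read/s) after pintool compound addition, following a 10-cycle baseline. Cells were inducible force-coupled HEK293 TREx D1, plated overnight at 30 C and loaded with no-wash calcium dye.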
# RXFP1 antagonist: qHTS Assay for Antagonists of the Relaxin Receptor RXFP1; Relaxin receptor 1 (Homo sapiens), Q9HBX9; AID 1259400, 2018; HEK293-RXFP1, relaxin-stimulated cAMP HTRF, 30 min; stronger effect = lower value; activity change, negative = inhibition, % at 57.5 µM; hit rate 0.59% among 350,000;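 active = activity change of -60% or lower, but not beyond a set lower limit; inconclusive = change between -60% and -40%, or beyond the set limit; inactive = change above -40%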; note: % is set by controls: 0 for no effect and ±100 for the full control effect
# * hit, by the source's call; ? = inconclusive; · = not tested or not shown; [ ] = remark or other dose. Unless noted, calls come from the whole dose curve; as a rule, active = well fitted curve in the direction sought with a large enough effect; inconclusive = small, poorly fitted or top-dose-only effect, or another doubt; inactive = no such curve, though single readings can be large; an effect the other way counts as inactive or inconclusive.
SMILES,RXFP1 agonist,D1 antag,TRHR agonist,D1 potentiator,D2 potentiator,TRHR PAM,Anesthetic bind,D1 ag,RXFP1 antagonist
NC(=O)c1ccc(NC(=O)COC(=O)CC(NC(=O)c2ccccc2Cl)c2ccccc2)cc1 (centres undefined),-1.0%,5,0.4,-5,·,6,-8%,-1,-3
O=C(Nc1nnc(SCc2ccccn2)s1)C1CC(=O)N(c2ccc(F)cc2)C1 (centres undefined),-0.6%,-18,0.7,-2,5,7,-14%,5,-6
COC(=O)CCCN=C1SCCN1Cc1ccccc1,0.1%,-1,0.7,4,·,11,2%,2,-9
O=C(NCCn1ccc2ccccc21)c1ccc(S(=O)(=O)N2CCCCC2)cc1,-1.1%,-11,1.3,0,10,-4,-14%,8,-5
COc1cccc(-n2c(=O)c3c(C)c(C)sc3n(CC(=O)NCCc3ccc(OC)c(OC)c3)c2=O)c1,-0.5%,9,-1.6,1,3,-4,6%,0,1
CCC(C)NC(=O)CN1C(=O)CSc2ccc(S(=O)(=O)N3CCCC3)cc21 (centres undefined),-1.6%,-5,-0.9,-9,-17,-8,-2%,2,16
CCOc1cc(N2CCOCC2)c(OCC)cc1NC(=O)C(C)C,-3.6%,7,0.0,4,3,-1,32%[activator],4,4
CCN(CC)CCN1C(=O)C(=O)/C(=C(/O)c2c(C)[nH]c(C(=O)OC)c2C)C1c1ccco1 (centres undefined),2.0%,1,0.3,-2,9,30*,-13%,1,1
Cc1nn(-c2ccccc2)c(N)c1Sc1ccc([N+](=O)[O-])cc1,-0.2%,-27,-0.9,-7,7,-1,0%,3,10
Cc1ccc(-c2cc(C(=O)NCc3ccccn3)c3ccccc3n2)cc1,0.0%,4,-1.2,-4,1,4,-8%,2,-6
CN(C)CCOCCOc1ccc(Cl)cc1C(C)(C)C,-0.9%,-3,2.9,-9,-17,-1,-11%,26,?
CCCNc1cc(=O)n(C)c(=O)n1C,2.4%,-2,0.2,-2,-6,-2,-7%,5,-21
CC(=O)Nc1nonc1-c1nc2ccccc2n1CCC#N,-0.1%,-1,0.2,-6,-13,-1,-7%,3,-1
CCOC(=O)c1nnc(-c2ccc(C)cc2)nc1N1CCSCC1,0.2%,-9,-1.6,-4,0,15,-23%,1,-68*
COC(=O)Nc1ccc(S(=O)(=O)N2CCCC(C(=O)N3CC(C)OC(C)C3)C2)cc1 (centres undefined),-0.7%,-1,0.5,-2,6,6,-6%,1,-4
CN(C)S(=O)(=O)c1ccc(NC(=S)NC(=O)c2ccc(Br)o2)cc1,16%,-1,-1.1,0,23,1,-5%,3,·
COc1cc(C(=O)N/N=C/c2ccc(OC(=O)c3cccc(C)c3)c(OC)c2)ccc1O,4.0%,11,-1.5,-2,-6,1,-7%,2,-26
COc1ccccc1N/C=C(\C#N)c1nc2ccccc2[nH]1,-0.8%,3,-0.2,-4,-13,-2,59%[activator],4,-14
Cc1csc(NC(=O)CSC2=NCCS2)n1,2.6%,-6,0.2,-5,·,-7,-20%,1,3
C=CCN1C(=O)/C(=C2/Sc3ccc(OC)cc3N2C)SC1=Nc1ccccc1,13%,-3,1.1,-2,-2,-8,0%,2,4
O=C(COC(=O)CN1C(=O)COc2ccccc21)NCc1ccc(F)cc1,0.4%,5,-0.6,-10,5,-6,·,0,-14
Cc1ccc2nc(-c3ccncc3)cc(C(=O)NCCc3ccc(F)cc3)c2c1,0.6%,8,-1.2,1,-2,-2,-7%,1,?
Cc1c(C(=O)N2CCOCC2)[nH]c2ccc(OCc3ccccc3)cc12,-1.4%,-46*,-0.7,-9,6,3,?,19,-2
Cc1ccccc1NC(=O)NC(N)=O,3.2%,31,-0.9,-1,1,2,-11%,0,2
Cc1nc2scc(C)n2c(=O)c1S(=O)(=O)NCCc1ccc(Cl)cc1,2.3%,-7,-0.1,0,9,6,-7%,-3,5

# Compound profiles, as listed above. Order of values: RXFP1 agonist	D1 antag	TRHR agonist	D1 potentiator	D2 potentiator	TRHR PAM	Anesthetic bind	D1 ag	RXFP1 antagonist
# Entry for `COc1ccccc1N/C=C(\C#N)c1nc2ccccc2[nH]1` → -0.8%	3	-0.2	-4	-13	-2	59%[activator]	4	-14
# Entry for `COc1cccc(-n2c(=O)c3c(C)c(C)sc3n(CC(=O)NCCc3ccc(OC)c(OC)c3)c2=O)c1` → -0.5%	9	-1.6	1	3	-4	6%	0	1
# Entry for `CCN(CC)CCN1C(=O)C(=O)/C(=C(/O)c2c(C)[nH]c(C(=O)OC)c2C)C1c1ccco1` (centres undefined) → 2.0%	1	0.3	-2	9	30*	-13%	1	1

# More results follow.
SMILES,RXFP1 agonist,D1 antag,TRHR agonist,D1 potentiator,D2 potentiator,TRHR PAM,Anesthetic bind,D1 ag,RXFP1 antagonist
COc1cccc(NCc2nnc(SCC(=O)NC3CCS(=O)(=O)C3)n2C2CCCCC2)c1 (centres undefined),-1.4%,16,0.4,-1,-8,-6,·,3,-1
COc1ccc(CCNC(=O)CCCN2C(=O)C(c3ccccc3)Oc3cccnc32)cc1OC (centres undefined),-1.1%,0,-0.5,2,23,-6,-5%,1,-1
CCN(C(=O)COC(=O)c1ccccc1NCCO)c1cccc2ccccc12,-0.1%,-43*,0.1,-3,17,-13,·,2,-2
CCN1CCN(S(=O)(=O)c2ccc(Cl)c(C(=O)Nc3cc(Cl)ccc3N3CCOCC3)c2)CC1,0.2%,-40*,0.1,-8,-9,-10,-21%,5,3
COc1ccc(OCC(=O)Nc2nnc3n2CCS3)cc1,-0.4%,25,0.4,-2,9,3,5%,1,·
C=CCNC(=O)c1cc(Cl)ccn1,-1.2%,-1,0.0,0,2,0,-8%,2,1
Cc1ccc(-n2nc3c(=O)n(CCCC(=O)NC4CCC(C)CC4)nc(C)c3c2C)cc1 (centres undefined),3.8%,-6,-1.9,-7,-9,-7,-10%,2,?
O=[N+]([O-])c1cccc(-c2noc(-c3ccco3)n2)c1,4.2%,6,-0.1,1,-3,2,3%,1,7
O=C(CN1C(=O)NC(Cc2ccccc2)C1=O)Nc1ccccc1 (centres undefined),1.7%,-14,0.6,-6,·,8,3%,2,-7
CC(=O)NC1C(=O)N(CCN2CCOCC2)c2ccc(F)cc21 (centres undefined),-3.8%,0,-2.2,-1,4,7,5%,4,13
O=C(O)c1cc2[nH]c3c(c2cc1Cl)CCCC3,-1.3%,5,-0.2,-9,0,-4,-2%,0,-12
Cc1ccc(NC(=O)/C(C#N)=C\c2ccc(Cl)cc2Cl)cc1C,-0.1%,-14,-0.5,-5,-2,8,-3%,-1,·
COc1ccccc1-c1nc(-c2ccccc2)nc(N2CCN(C)CC2)c1C#N,1.1%,11,-1.0,-9,-5,-1,-24%,3,-12
CN1/C(=C\C(=O)COC(=O)c2ccc([N+](=O)[O-])o2)C(C)(C)c2ccccc21,0.1%,-22,0.6,-1,1,-1,?,11,-7
S=c1[nH]c2ccccc2c2ccccc12,27%,17,0.4,6,-3,11,1%,1,11
COCCn1c(SCC(=O)c2ccc(C)cc2)nc2cc(C(=O)NC3CCCC3)ccc2c1=O,1.7%,37,-0.2,-3,-3,-2,-11%,2,·
CCOc1ccc(CNc2ccc(N3CCN(Cc4ccccc4)CC3)cc2)cc1,-0.1%,-6,1.6,-16,-8,-2,-7%,12,-17
O=C(NCc1cccs1)c1ccc2ccccc2n1,-2.4%,34,-0.4,0,-2,-4,-10%,-3,-24
Cc1ccc(-n2ncc3c(NNC(=O)c4ccco4)ncnc32)c(C)c1,-0.7%,40,-1.0,5,1,0,-8%,4,-10
COc1ccc(NC(=O)c2nn(C)cc2[N+](=O)[O-])cc1,0.2%,1,-0.5,-4,3,1,-4%,1,10
O=C(NCCN1CCN(c2ccc([N+](=O)[O-])cc2)CC1)NCc1ccccc1,0.1%,-29,1.9,-6,·,-1,1%,25,13
CCOC(=O)COn1c(=O)c(-c2ccccc2)[n+]([O-])c2ccccc21,-1.2%,-1,0.4,5,8,-9,12%,4,1
Cc1ccc(N2C(N)=C(C#N)C(c3ccsc3)C3=C2CC(C)(C)CC3=O)cc1 (centres undefined),2.1%,22,-1.0,-2,0,5,-20%,3,4
CCN(CC)C(=O)CSc1nc2nc(C)cc(C)c2c(=O)[nH]1,0.1%,14,1.3,-2,-6,0,-16%,1,14
O=C(CS(=O)(=O)Cc1ccccc1)N1CCN(c2cccc(C(F)(F)F)c2)CC1,0.0%,-33*,0.5,-2,-17,-7,-6%,12,5
# Later entries
SMILES,RXFP1 agonist,D1 antag,TRHR agonist,D1 potentiator,D2 potentiator,TRHR PAM,Anesthetic bind,D1 ag,RXFP1 antagonist
CCOCCCNC(=O)c1ccc2c(=O)n(CCCOCC)c(=S)[nH]c2c1,3.6%,-5,-0.3,-7,·,9,-10%,2,-5
Cc1ccc(NC(=O)C2CCCN(c3ncccn3)C2)cc1C (centres undefined),-1.3%,-10,-0.4,-8,16,2,-11%,5,-13
CC1=C(C)CC(C(=O)N2CCN(Cc3ccccc3)CC2)C(C(=O)O)C1 (centres undefined),1.4%,-2,0.5,0,30*,-4,31%[activator],4,10
COc1cc(/C=C2/SC(N)=NC2=O)ccc1Oc1ccc([N+](=O)[O-])cc1[N+](=O)[O-],1.1%,3,0.6,-2,-4,-5,-6%,0,-3
Cc1cccc(-c2nc3c(c(SCC(=O)N4CCOCC4)n2)COC(C)(C)C3)c1,0.4%,12,0.2,1,10,-2,-4%,3,2
CCC(=O)NCc1cc(-c2nn(C)c(=O)c3ccccc23)ccc1C,2.0%,-2,-0.2,29,13,-1,-14%,-1,5
CCOC(=O)c1sc(NC(=O)Nc2ccccc2Cl)cc1C,-1.5%,-39*,0.6,-6,-20,3,-21%,15,·
Cc1ccc2c(c1)c1c(n2CC(O)CN2CCOCC2)CCCC1 (centres undefined),-0.4%,26,0.4,0,2,1,-11%,5,·
CCn1nnnc1SCC(=O)c1ccc(NC(C)=O)cc1,1.5%,-4,1.6,-3,4,21,?,1,-6
CCNC(=S)N(Cc1ccco1)Cc1cc2cc(OCC)ccc2[nH]c1=O,1.3%,7,-0.3,-5,10,-2,?,8,-2

# A portion of the library. The share of hits here may be higher or lower than overall.
